# Bioassay records deposited in PubChem by several laboratories.
# PfHsp40 yeast = compounds rescuing yeast from Plasmodium falciparum HSP40 toxicity | AID 504582 | hit rate 0.68% among 340,000 | S. cerevisiae expressing PfHsp40, growth rescue, ATP luminescence | growth rescue, % at 12.5 µM; in the data active = growth rescue above about 28%, passing the limit was not always enough; inconclusive = no clear call, values can overlap the other calls;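 also: yeast W303a lacking pdr1 and pdr3 grown in galactose medium; growth measured after three days at 30 °C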
# FadD28 binding = blocks FadD28 binding to the bisubstrate probe; hit rate 0.22% among 360,000; fluorescence polarization; AID 588549; inhibition, % at 12.5 µM; in the data active = inhibition above about 8.5%, passing the limit was not always enough; inconclusive = no clear call, values can overlap the other calls
# BH1578 lux ind = induces V. cholerae light production without autoinducers; AID 588436; activation, % at 18.7 µM; hit rate 0.16% among 350,000; V. cholerae BH1578 lux reporter, luminescence, 6 h; in the data active = activation mostly above about 9.7%, no sharp cut-off; inconclusive = no clear call, values can overlap the other calls; inactive = mostly below about 3.7%; also: not every result past the cut was called active; inactives centre near 0; reference of the scale not given here
# TcdB inh = inhibitors of Clostridioides difficile toxin B glycohydrolase; P18177; hit rate 0.24% among 350,000; inhibition, % at 9.99 µM; AID 652162; TcdB glycohydrolase enzymatic assay, plate reader; in the data active = inhibition above about 10%
# BioA inh = blocks M. tuberculosis BioA enzyme activity; purified M. tuberculosis BioA enzyme, plate reader; inhibition, % at 9.99 µM; hit rate 0.096% among 360,000; in the data active = inhibition above about 40%; inconclusive = no clear call, values can overlap the other calls
# FBA Mtb inh = Mtb fructose-bisphosphate aldolase inhibition; inhibition, % at 1 µM; hit rate 2.3% among 360,000; P9WQA3; purified M. tuberculosis FBA, fluorescence read-out; in the data active = inhibition above about 27%;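 also: 0% = vehicle and 100% = reference inhibitor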
# GDH-TPI counter = GDH-TPI coupled enzyme inhibition counter-screen | GDH-TPI coupled enzyme counterscreen, NADH absorbance | hit rate 1.2% among 360,000 | inhibition, % at 4.8 µM; in the data active = inhibition above about 30%;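 also: 0% = DMSO wells and 100% = wells lacking the enzyme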
# Mtb UGM inh = blocks M. tuberculosis UGM enzyme; purified UGM, fluorescence polarization probe displacement; hit rate 0.06% among 320,000; AID 504406; P9WIQ1; inhibition, % at 10 µM; in the data active = inhibition above about 10%, passing the limit was not always enough; inconclusive = no clear call, values can overlap the other calls
# Yp Topo-I inh = inhibitors of Yersinia pestis topoisomerase I | Y. pestis Topo-I cleavage product accumulation, plate reader | activity, % at 10 µM | hit rate 0.064% among 360,000; in the data active = activity above about 50%, passing the limit was not always enough; inconclusive = no clear call, values can overlap the other calls; also: inactives centre near 2
# Starred values were filed as active, the others as inactive; i = inactive; ? = inconclusive; . = no result given.
SMILES,PfHsp40 yeast,FadD28 binding,BH1578 lux ind,TcdB inh,BioA inh,FBA Mtb inh,GDH-TPI counter,Mtb UGM inh,Yp Topo-I inh
CC(=O)N1[C@H](Cc2ccccc2)C=C[C@]1(C)C(=O)NCc1ccccn1,-1.7,1.7,0.3,1.1,0.2,4,2,0.4,-8
COCc1cc(=O)n2[nH]c(C)c(-c3ccccc3)c2n1,1.6,0.7,-0.4,0.7,-1.8,102*,4,1.1,-11
O=C(NN=C1CCCCC1)c1cc(-c2ccccc2)n[nH]1,-1.5,-4.3,i,.,-0.5,2,-3,-1.6,-4
S=C(NCc1ccncc1)NC1CCCC1,-1.1,0.0,-0.2,1.0,.,1,-6,0.5,7
O=C(Cc1ccccc1)Oc1coc(CSc2ncccn2)cc1=O,-0.8,-2.5,-0.2,0.8,6.1,7,-8,-1.1,-2
CC1CN(C(=O)COC(=O)c2ccc(N(C)C)cc2)CC(C)O1 (configuration not stated),1.4,-2.6,-0.1,3.0,.,-1,10,1.7,-6
O=C(CSc1nnnn1Cc1ccccc1)Nc1ccc2c(c1)OCO2,0.8,-2.2,5.0,.,1.7,-9,-3,-0.7,-12
CCOc1ccc(OCc2cccc(C(=O)N3CCOCC3)c2)cc1,-1.3,-1.3,-1.4,.,-1.5,2,2,1.2,-10
CCOC(=O)C1CCN(C(=O)Nc2cccc(OC)c2)CC1,-0.3,-1.0,-2.3,-1.9,1.4,5,20,1.4,-3
COC(=O)[C@H](Cc1ccc(O)cc1)NCCCn1cnc(C(=O)Nc2ccc(C)c(C)c2)n1,-1.0,-3.0,-0.2,2.1,4.0,-5,6,.,11
NC(Cc1ccc(C(F)(F)F)cc1)c1csc(Nc2nccc(C(F)(F)F)n2)n1 (configuration not stated),.,-14,0.9,1.1,-2.9,-2,7,.,-8
Cc1cc(C(=O)O)ccc1-n1c(C)cc(/C=C(/C#N)C(=O)Nc2ccccc2)c1C,7.0,2.4,i,-1.6,.,-4,11,0.0,7
Cc1oc(-c2cccs2)nc1CN1CCN(Cc2ccc(F)c(F)c2)C(CCO)C1 (configuration not stated),-0.8,-1.1,i,1.8,0.8,3,8,-1.6,30
CC1(C)NC(=O)N(CC(=O)OCc2cc(=O)n3cc(Br)ccc3n2)C1=O,-1.2,-0.8,i,0.3,.,1,0,-1.0,-3
Cc1ccc(C)c(-n2cc(CN3CCNC(=O)CC3)c(-c3ccccc3)n2)c1,.,-0.5,-0.4,1.2,.,-4,0,-0.2,27
Cc1ccccc1CSCCNC(=O)COc1ccc(Cl)cc1,22,-4.8,i,.,-1.2,-4,-3,-0.7,34
CC(=O)c1ccc(N2C(=NC(=O)COc3ccccc3)SC3CS(=O)(=O)CC32)cc1 (configuration not stated),0.7,0.9,2.0,3.6,-2.4,6,3,2.1,-1
COc1ccc(N(CC(=O)N2CCCC2)S(C)(=O)=O)cc1,-1.0,1.0,-0.8,1.4,-0.9,0,2,0.7,2
CCC(C)c1ccc(NC(=O)N2CCN(C(=O)C3CCCO3)CC2)cc1 (configuration not stated),?,-1.0,i,1.3,-1.4,0,-9,-4.6,1
CN(C)S(=O)(=O)c1ccc(C(=O)N2CCN(C(=O)C3CCCO3)CC2)cc1 (configuration not stated),-0.7,-0.8,1.3,5.4,-4.5,0,11,.,3
O=C(C1CCN(Cc2nc(-c3ccc(Cl)cc3)no2)CC1)N1CCOCC1,0.4,1.5,-0.6,1.1,-2.1,2,6,0.1,4
C/C(=N\NC(=S)NCc1ccccc1)c1ccc2ccccc2c1OC(F)F,?,-1.9,-0.4,0.4,.,-7,5,0.6,19
CCOc1ccc(/C=N/n2c(-c3ccccc3)n[nH]c2=S)cc1,0.2,-15,i,2.5,1.2,0,-11,-1.9,9
Cc1ccc(C)c(NS(=O)(=O)c2ccc3c(c2)Cc2cc(S(=O)(=O)Nc4cc(C)ccc4C)ccc2-3)c1,0.6,-1.1,0.1,.,1.2,4,0,-0.1,-2

# Some entries already given with just FadD28 binding:
SMILES | FadD28 binding
Cc1ccc(C)c(-n2cc(CN3CCNC(=O)CC3)c(-c3ccccc3)n2)c1 | -0.5
CN(C)S(=O)(=O)c1ccc(C(=O)N2CCN(C(=O)C3CCCO3)CC2)cc1 (configuration not stated) | -0.8
CCOc1ccc(/C=N/n2c(-c3ccccc3)n[nH]c2=S)cc1 | -15
C/C(=N\NC(=S)NCc1ccccc1)c1ccc2ccccc2c1OC(F)F | -1.9
CC(=O)c1ccc(N2C(=NC(=O)COc3ccccc3)SC3CS(=O)(=O)CC32)cc1 (configuration not stated) | 0.9

# (more compounds)
SMILES,PfHsp40 yeast,FadD28 binding,BH1578 lux ind,TcdB inh,BioA inh,FBA Mtb inh,GDH-TPI counter,Mtb UGM inh,Yp Topo-I inh
COc1ccc(NS(=O)(=O)c2cc(NC(=O)[C@@H](NC(=O)c3ccccc3)C(C)C)ccc2C)cc1,2.2,-1.2,-0.4,.,-1.4,0,-6,0.9,14
CC(=O)Nc1ccc(N/C=C(\C=O)c2nc3ccccc3o2)cc1,-0.3,-1.3,-0.2,-0.1,-1.4,-2,8,-1.0,-5
CCOC(=O)c1sc(N=NC2=C(O)CCCC2=O)c(C(=O)OCC)c1C,-0.4,4.3,-0.2,0.9,-1.1,4,12,1.0,1
CCCN(C(=O)c1cc(-c2ccco2)nc2ccccc12)c1c(N)n(Cc2ccccc2)c(=O)[nH]c1=O,-0.5,0.7,0.6,2.7,.,5,0,0.1,6
O=S(=O)(c1cc(C(F)(F)F)ccc1Cl)N1CCCCCC1,1.0,0.3,-1.9,0.9,-0.5,3,1,-1.3,0
CCOC(=O)c1ccc(NC(=S)N(CCCN2CCCC2)Cc2cccs2)cc1,-0.6,-0.1,i,0.5,.,0,9,0.1,-9
CCC(C(=O)NC1CCCC1)N(C(=O)Cn1nnc(-c2ccc(C)o2)n1)c1cccc(OC)c1 (configuration not stated),-0.4,.,-0.6,0.9,-0.5,0,20,-1.5,?
CCOc1ccccc1NC(=O)c1ccc2c(O)c(S(=O)(=O)c3ccccc3)c(=O)[nH]c2c1,.,-6.5,i,1.3,-1.2,-4,7,.,5
O=C1Nc2ccccc2OC1CC(=O)N1CCCC1 (configuration not stated),0.5,-1.2,-0.2,-0.6,-1.3,0,0,-0.6,6
COc1ccccc1CNC(=O)CSc1ccc(C)cc1,-1.1,-0.9,-0.3,0.4,.,1,-2,1.2,5
CCC(C)Cn1cnc2c(Sc3c([N+](=O)[O-])ncn3C)nc(N)nc21 (configuration not stated),-1.1,-2.1,i,0.8,-2.7,1,18,.,-1
Cc1ccc(NC(=O)/C=C/c2ccc3c(c2)OCO3)cc1S(=O)(=O)N1CCOCC1,-0.5,-1.7,i,0.5,-1.5,1,11,1.8,-1
O=C(NCC(c1cccs1)N1CCOCC1)c1ccccc1NS(=O)(=O)c1cc([N+](=O)[O-])ccc1Cl (configuration not stated),0.2,-2.1,-0.3,0.5,.,-3,-2,-0.5,-1
CCCCN(C(=O)c1cccc(-n2cnnn2)c1)c1c(N)n(CCCC)c(=O)[nH]c1=O,.,-1.6,i,1.1,-1.9,2,-2,.,-10
CCOC(=O)c1c(NC(=O)CN2C(=O)N(C)C3(CCCCC3)C2=O)sc(C(=O)N(C)C)c1C,1.2,-3.4,-0.3,2.0,1.9,-1,2,.,9
C=CCn1c(SCc2nnc(-c3ccccc3)o2)nnc1C(O)c1ccccc1 (configuration not stated),0.0,-0.3,i,.,1.4,1,6,-1.0,18
COc1ccc(C(=O)NNC(=O)C2CCN(S(=O)(=O)c3ccc(C)cc3)CC2)cc1,0.1,-2.5,-0.2,0.2,-1.7,-2,-11,1.7,-3
O=S(=O)(c1ccc(Br)cc1)N1CCN(c2ccc3nnc(-c4ccccc4)n3n2)CC1,-1.4,-1.2,-0.3,0.6,-0.8,0,15,-2.9,43
COc1cc(C(=O)Nc2ccc(F)cc2Cl)ccc1OCC(=O)N1CCOCC1,-0.3,-0.6,-0.4,1.3,8.2,1,-6,0.6,3
CN1CCN(C(=O)/C(=C/c2cn(S(=O)(=O)N(C)C)c3ccccc23)NC(=O)c2ccccc2Cl)CC1,-0.7,-2.1,-0.3,1.6,-1.9,-1,2,-0.1,-5
CNc1ccc(Cl)nn1,1.2,-3.1,-0.2,-0.2,-1.0,-1,-2,1.5,-9
O=C(CN1CCN(S(=O)(=O)N2CCCCCC2)CC1)Nc1ccc(Br)cc1,2.1,-4.0,-1.6,-1.2,2.1,-1,4,1.7,20
CNC(=O)c1ccc(NC(=O)Cc2ccc(S(=O)(=O)N3CCOCC3)s2)cc1,3.9,-2.6,-1.6,3.7,-1.2,-1,4,-0.6,-12
Cc1ccc(NC(=O)CCCn2c(=S)[nH]c3ccsc3c2=O)cc1C,1.0,-3.4,i,0.3,0.1,0,8,1.5,2
COc1ccccc1CSc1nc2c(c(=O)n(C)c(=O)n2C)n1C,-0.8,2.5,i,-0.9,-0.2,4,-14,.,-1
CCn1c(SCC(=O)Nc2oc(-c3ccccc3)c(-c3ccccc3)c2C#N)nnc1-c1ccncc1,2.5,-0.7,-0.6,.,1.1,0,32*,3.1,5
COc1cc2cc(C)c(SCC(=O)N3CCOCC3)nc2cc1OC,-0.6,-0.4,-0.8,.,-1.0,2,24,-1.4,12
CCOC(=O)Cn1cc(C(=O)c2ccccc2)c2ccccc21,-0.9,0.4,-0.3,0.6,-1.1,2,6,-3.1,1
O=C(Nc1cc(S(=O)(=O)N2CCOCC2)ccc1N1CCOCC1)c1ccccc1Cl,-0.1,-0.4,i,14*,0.9,0,5,-2.3,14
c1ccc(SCc2cn(C[C@H]3CC[C@@H]([C@@H]4CC[C@H](Cn5cc(CSc6ccccc6)nn5)O4)O3)nn2)cc1,0.7,-2.7,8.3,2.1,-3.9,1,-6,-0.6,2
COC(=O)Cn1c2c(c3cc(C)ccc31)CCCC2,1.5,-1.7,3.9,.,-1.3,-1,3,1.9,2
Cc1cc(=O)oc2cc(OCC(=O)Nc3ccc(N4CCC(C)CC4)cc3)ccc12,-0.7,-0.3,-0.4,0.4,-5.0,4,14,1.4,-5
O=C(c1cccn2c(=O)c3ccc(Cl)cc3nc12)N1CCN(Cc2ccc3c(c2)OCO3)CC1,-0.4,-0.3,i,1.8,34,12,15,-0.6,14
COc1ccc(OC(C)C(=O)NCCc2nc3ccccc3[nH]2)cc1 (configuration not stated),-1.7,-1.1,-3.8,.,1.2,-1,5,-0.8,0
COc1ccc(CCNS(=O)(=O)c2ccc(F)cc2)cc1OC,0.2,0.2,i,1.3,-0.1,1,7,-1.3,2
COc1ccc(CNC(=O)COC(=O)CCCOc2ccc(Cl)cc2Cl)cc1OC,2.2,-1.6,-0.3,.,-0.5,2,1,-0.1,17
CCN(CC(=O)NC(=O)NC1CCCCC1)Cc1ccccc1,-1.4,-0.4,-1.0,-5.3,1.2,1,4,1.9,19
Cc1nc2sc(C(c3ccco3)N3CCc4ccccc4C3)c(O)n2n1 (configuration not stated),-0.8,-1.3,-0.9,.,1.5,1,6,0.7,2
CCOC(=O)c1sc2nc(SC)nc(-c3ccc(Cl)cc3)c2c1N,0.4,-3.3,3.2,.,1.3,1,-15,1.0,3
Cc1nc2ccccn2c1C(=O)N/N=C/c1ccc([N+](=O)[O-])o1,-0.8,-3.2,-0.2,2.2,.,-7,1,-2.0,1
CCCCC(=O)Nc1ccc(NC(=O)C2CC2)cn1,-1.8,-3.9,i,.,-0.9,2,1,-1.8,-6
Cc1cc2c(c(=O)o1)C(C1C=CCCC1)C(C#N)=C(N)O2 (configuration not stated),0.3,2.2,i,.,-0.5,1,3,-3.9,-1
Cc1ccc(/C=C2\C(=O)NC(=O)N(CCc3ccc(F)cc3)C2=O)s1,0.4,-0.4,i,0.0,.,3,1,-2.0,0
CC(C)CC(=O)Nc1cc2c3c(c1)CCN3C(=O)CC2,-1.7,-0.3,-1.0,2.0,-1.1,4,7,3.1,-4
O=C(Nc1cccc2[nH]ncc12)NS(=O)(=O)c1ccccc1,0.8,-1.9,-0.6,0.5,0.2,-1,-4,0.2,5
